High-throughput results: PubChem BioAssay, several laboratories
ABHD4 inh = ABHD4 (mouse) inhibition, primary FP screen. Q8VD66. purified mABHD4, FP-Rh probe fluorescence polarization. inhibition, % at 8.92 µM. 370,000 compounds, 0.54% hits;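 active = inhibition exceeding the mean over every tested compound plus 3 SD, cut at about 30% in these data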;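 note: 0% = plate median of compound wells and 100% = S159A mutant with DMSO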
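Doses – 8.92 µM, single dose · Material – wild-type mouse ABHD4 protein · Replication – single well per compound (singlicate) · Measure – percent inhibition of probe binding, normalized to plate controls · Schedule – 45 min compound pre-incubation plus 60 min probe step, 25 °C · Detection – fluorescence polarization with parallel and perpendicular emission, 525/598 nm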
GC-B act = GC-B (human) receptor activation | P20594 | HEK293-GC-B cells, CNP EC30, cGMP TR-FRET; 0% at EC30 CNP, 100% saturating CNP | AID 1920062 | 370,000 compounds, 0.11% hits | activation, % at 10 µM;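 active = activation at 10 µM reaching about 35% in either raw or pattern-adjusted values, limit read from the data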
Rev-erbA mod = Rev-erb alpha (human) modulation. P20393. Rev-erbα–FITC-DNA binding, fluorescence polarization, 90 min. activity, % at 10 µM. 370,000 compounds, 0.79% hits;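 active = activity above about 14%, limit read from the data; passing the limit was not always enough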;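 note: 0% = DMSO wells with 35 nM protein and 100% = DMSO wells with 750 nM protein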
Target sequence (P20393 whole entry, looked up): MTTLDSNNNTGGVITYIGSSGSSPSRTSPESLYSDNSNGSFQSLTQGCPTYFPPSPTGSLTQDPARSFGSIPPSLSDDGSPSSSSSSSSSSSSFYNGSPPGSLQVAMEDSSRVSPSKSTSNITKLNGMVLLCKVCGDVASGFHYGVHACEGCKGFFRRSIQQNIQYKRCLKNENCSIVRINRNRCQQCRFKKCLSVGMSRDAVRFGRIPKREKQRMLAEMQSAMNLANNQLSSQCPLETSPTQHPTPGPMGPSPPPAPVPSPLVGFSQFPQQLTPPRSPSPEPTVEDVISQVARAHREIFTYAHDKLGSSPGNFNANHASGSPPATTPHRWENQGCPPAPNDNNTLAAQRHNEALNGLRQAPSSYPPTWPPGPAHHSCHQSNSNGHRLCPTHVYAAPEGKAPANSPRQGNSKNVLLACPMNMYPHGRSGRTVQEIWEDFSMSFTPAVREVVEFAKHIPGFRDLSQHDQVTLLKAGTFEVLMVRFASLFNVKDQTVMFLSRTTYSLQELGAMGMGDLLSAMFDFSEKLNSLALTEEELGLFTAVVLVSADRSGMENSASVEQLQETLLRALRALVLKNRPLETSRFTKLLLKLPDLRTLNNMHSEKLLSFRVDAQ
ASAP1 GAP inh = inhibitors of human ASAP1 ArfGAP activity; 360,000 compounds, 0.19% hits; ASAP1-stimulated ARF1 GTP hydrolysis, GDP FP detection; AID 624377; Q9ULH1; inhibition, % at 16.5 µM; in the data active = inhibition above about 25%;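 note: 0% = vehicle with enzyme and substrate and 100% = no enzyme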
ARFGAP1 inhibitor = inhibits rat ARF GTPase activating protein 1. Q62848. Arfgap1-stimulated ARF1 GTP hydrolysis, GDP FP detection. inhibition, % at 16.5 µM. 360,000 compounds, 0.26% hits. AID 651572;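 active = inhibition above a per-plate limit, mean inhibition of low control wells plus 3 SD, cut at about 25% in these data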;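 note: 0% = DMSO wells with enzyme and 100% = wells lacking Arfgap1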
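material = rat Arfgap1 catalytic domain, aa 1-136 | also added = human ARF1(Δ1-17)-GTP substrate | compound dosing = one concentration, 16.5 µM, DMSO 1.26% | times = GTP hydrolysis reaction 2 h at 25 °C | measured by = FP, GDP Alexa 633 tracer displaced from anti-GDP antibody, 620/688 nm | evaluation = percent inhibition of Arfgap1-stimulated GTP hydrolysis | replication = single well per compound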
rCAG binder = r(CAG) repeat RNA binding; TO-PRO-1 dye displacement fluorescence; inhibition, % at 3 µM; 370,000 compounds, 1.3% hits; AID 651821;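 active = inhibition above the plate cutoff, the mean of all test compounds on that plate plus 3 SD, cut at about 35% in these data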;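 note: 0% = DMSO alone and 100% = 100 µM mitoxantrone as full dye displacement; higher means more dye released from RNA so lower well fluorescence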
SMARCA2 activ = activators of SMARCA2 function. MG213 cells, MMTV-luciferase reporter, dexamethasone, overnight. activation, % at 9.1 µM. 370,000 compounds, 1% hits. AID 652017; in the data active = activation above about 7.8%;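 note: 0% = vehicle wells and 100% = reference activator wells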
PG9 binder = binds the HIV-1 gp120 antibody PG9; TR-FRET gp120-PG9 antibody binding; inhibition, % at 6.7 µM; 360,000 compounds, 0.43% hits; AID 624416; in the data active = inhibition above about 8.5%
HTRA1 inh = blocks human HTRA1 serine peptidase | 340,000 compounds, 0.5% hits | recombinant HTRA1, FP-rhodamine activity-based probe, fluorescence polarization | Q92743 | inhibition, % at 5.96 µM | AID 504803; in the data active = inhibition above about 36%;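 note: 0% = enzyme with DMSO and 100% = wells lacking enzyme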
Target sequence (Q92743 whole entry, looked up): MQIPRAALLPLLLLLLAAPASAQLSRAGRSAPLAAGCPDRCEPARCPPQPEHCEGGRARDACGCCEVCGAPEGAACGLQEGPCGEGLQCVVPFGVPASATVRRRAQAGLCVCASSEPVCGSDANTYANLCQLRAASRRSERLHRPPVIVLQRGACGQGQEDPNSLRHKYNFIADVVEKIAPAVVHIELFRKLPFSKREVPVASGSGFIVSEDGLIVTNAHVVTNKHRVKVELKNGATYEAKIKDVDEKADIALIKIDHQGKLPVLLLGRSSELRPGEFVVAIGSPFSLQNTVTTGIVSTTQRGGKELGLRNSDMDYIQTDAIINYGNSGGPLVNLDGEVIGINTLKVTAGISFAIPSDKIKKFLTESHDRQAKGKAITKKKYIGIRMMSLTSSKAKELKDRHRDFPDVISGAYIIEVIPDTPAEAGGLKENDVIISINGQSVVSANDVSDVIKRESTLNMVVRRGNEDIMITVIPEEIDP
NPR1 activator = GC-A (human) enzyme activation; P16066; HEK293 GC-A cells, cGMP TR-FRET, EC30 ANP; 0% at EC30 ANP, 100% saturating ANP; activation, % at 10 µM; 370,000 compounds, 0.14% hits; AID 1671463; in the data active = activation above about 40%
The depositor's hits bear a star; . = not tested or not shown.

molecule	ABHD4 inh	GC-B act	Rev-erbA mod	ASAP1 GAP inh	ARFGAP1 inhibitor	rCAG binder	SMARCA2 activ	PG9 binder	HTRA1 inh	NPR1 activator
C/C=C/c1ccc([C@@H]2[C@H](CO)N(S(C)(=O)=O)[C@H]2CN(C)C(=O)CC)cc1	7	-2	-1	.	.	5	-5	.	.	2
O=[N+]([O-])c1ncn(C23CC4CC(CC(C4)C2)C3)n1	4	3	-1	-3	0	-2	-5	0.1	6	6
O=C(Nc1ccccc1)N(Cc1ccc2c(c1)OCO2)Cc1nc2ccccc2c(=O)[nH]1	0	3	1	-9	-5	1	-2	1.0	-1	-1
CCCn1c(COc2ccc(C(=O)O)cc2)nc2ccccc21	-1	5	-5	5	-4	5	-3	-1.7	9	-1
Cc1noc(C)c1-c1ccc(C(=O)NCc2ccncc2)c2occc12	3	17	-4	-5	7	2	-5	-0.8	.	14
CCOC(=O)C1CCN(CCC(=O)Nc2ccc(C)cc2)CC1	6	2	-6	6	0	-6	-1	0.7	-1	3
C=CCOc1cccc(C2/C(=C(/O)c3ccccc3)C(=O)C(=O)N2CCN2CCOCC2)c1 (centres undefined)	3	-1	0	-2	4	8	6	-1.8	1	2
COc1ccc(CNC(=O)c2ccc3c(=O)n4c(nc3c2)CCCCC4)cc1OC	1	-13	-3	-14	-17	-5	-4	1.0	7	-3
CNc1nnc(SCC(=O)c2cc(C)n(C3CC3)c2C)s1	5	1	-7	9	5	5	1	-1.7	4	-2
Cc1c(NC(=O)C(C)c2ccc(CC(C)C)cc2)c(=O)n(-c2ccccc2)n1C (centres undefined)	-4	2	5	-12	6	-9	0	-1.0	-2	4
C[C@@H]1CCCN1c1cccc2c1S(=O)(=O)N1CC[C@H](C1)O2	3	0	0	.	.	5	-2	.	.	1
COc1ccc(CNC(=O)COC(=O)C2=COCCO2)cc1	-14	0	-1	16	3	3	-2	2.3	-4	2
Cc1cccc(NC(=O)Cn2c(=O)oc3ccccc32)n1	0	0	-7	-5	7	1	-3	-2.8	6	1
O=C(c1ccc(S(=O)(=O)N2CCCCC2)cc1)N1CCN=C1SCc1cccnc1	1	-2	-2	13	7	3	0	1.4	-8	0
O=C(Nc1cccc(-n2cnnn2)c1)C1CCCN(Cc2cccc(C(F)(F)F)c2)C1 (centres undefined)	-6	-5	4	-7	3	-3	-4	-0.3	-26	-7
O=c1[nH]ncc2c3ccccc3n(Cc3ccccc3F)c12	-1	10	1	-5	0	32	-1	-0.2	3	19
CCO[C@H]1OC(C(=O)NCc2ccccc2)=C[C@@H](c2ccc3c(c2)OCO3)[C@@H]1CCCO	0	-1	-2	1	-1	-4	0	0.2	2	0
CC(C)OC(=O)CSc1nc2cc3c(cc2cc1C#N)OCO3	-3	-5	49*	-1	-2	0	4	-2.2	17	21
CCCCOC(=O)CSC1=C(C#N)C(c2ccccc2OC)C(C#N)C(=O)N1 (centres undefined)	2	10	-3	-8	-2	27	3	6.7	5	3
CC(C)CN1C(=O)CSCC1(C)C(=O)NC(C)C (centres undefined)	6	-4	-3	-7	-13	2	2	-0.6	.	3
O=C(CNC(=O)c1sc2ccccc2c1Cl)NCc1ccccc1	-6	-3	22*	1	16	1	0	-8.7	-10	-2
N#C/C(=C\c1ccccc1)C(=O)Nc1ccccn1	3	-1	-3	-3	-15	2	1	-0.6	3	-6
O=C(NCCCN1CCCC1=O)c1sc2ccccc2c1Cl	5	-1	2	-5	-8	-4	1	0.8	2	-2
O=C(O)c1cccc(CSc2nc(-c3ccc(Cl)cc3)cc(C(F)(F)F)n2)c1	-17	-3	-3	-5	-11	68*	-1	0.3	-41	3
Cc1cccn2c(=O)c3cc(C(=O)NCCN4CCOCC4)c(=N)n(Cc4ccc(F)cc4)c3nc12	-1	0	5	3	0	3	4	1.4	-7	15
O=C(CN1CCOCC1)Nc1c2c(nc3ccccc13)N(Cc1ccccc1)CC2	5	4	-3	9	-8	0	1	0.6	2	0
COc1cccc(C(=O)NCCS(=O)(=O)NCCCc2ccccc2)c1	2	1	-4	4	3	-6	-1	2.4	-2	4
O=C(COc1coc(CN2CCN(c3ccccc3)CC2)cc1=O)NC1CCCC1	0	0	-2	-2	-8	-9	0	1.3	0	4
O=C(NCc1cccnc1)c1ccccc1NS(=O)(=O)c1ccc(F)cc1F	-1	0	-1	9	1	13	-4	-0.5	8	2
CC(C)CNC(=O)C1(C)CCCN1C(=O)c1cc2ccccc2s1 (centres undefined)	6	2	3	-4	9	1	-1	2.9	.	-1

Copied from the results shown, five compounds:
molecule	ABHD4 inh	GC-B act	Rev-erbA mod	ASAP1 GAP inh	ARFGAP1 inhibitor	rCAG binder	SMARCA2 activ	PG9 binder	HTRA1 inh	NPR1 activator
O=C(O)c1cccc(CSc2nc(-c3ccc(Cl)cc3)cc(C(F)(F)F)n2)c1	-17	-3	-3	-5	-11	68*	-1	0.3	-41	3
Cc1cccn2c(=O)c3cc(C(=O)NCCN4CCOCC4)c(=N)n(Cc4ccc(F)cc4)c3nc12	-1	0	5	3	0	3	4	1.4	-7	15
O=C(CN1CCOCC1)Nc1c2c(nc3ccccc13)N(Cc1ccccc1)CC2	5	4	-3	9	-8	0	1	0.6	2	0
COc1cccc(C(=O)NCCS(=O)(=O)NCCCc2ccccc2)c1	2	1	-4	4	3	-6	-1	2.4	-2	4
O=C(COc1coc(CN2CCN(c3ccccc3)CC2)cc1=O)NC1CCCC1	0	0	-2	-2	-8	-9	0	1.3	0	4

(more compounds)
molecule	ABHD4 inh	GC-B act	Rev-erbA mod	ASAP1 GAP inh	ARFGAP1 inhibitor	rCAG binder	SMARCA2 activ	PG9 binder	HTRA1 inh	NPR1 activator
O=C(COc1ccccc1)NCCSCc1ccc(Cl)cc1	3	-4	-4	-4	18	-5	-3	3.1	-1	-1
CCCCn1nnnc1C1(C)CCC(=O)N1CCCN1CCOCC1 (centres undefined)	2	4	6	6	5	1	-1	-1.4	.	3
CCOC(=O)Cn1c(=O)n(Cc2ccco2)c(=O)c2ccc(C(=O)NC3CCCC3)cc21	17	7	-1	-11	9	1	4	-1.5	6	0
Cc1nc(C(=O)NCC(=O)c2ccccc2)c(C(F)(F)F)o1	-5	3	4	-3	6	0	-4	-1.2	4	-3
NC(=O)C1CCCN(CC(=O)Nc2ccccc2C(=O)NC2CC2)C1 (centres undefined)	0	6	0	5	-1	-1	-2	2.8	10	-4
CC1CCCCC1NC(=O)c1ccc(CSc2nc3ccncc3[nH]2)cc1 (centres undefined)	-6	4	1	-4	-3	2	-1	0.1	1	4
Cc1ccccc1-c1cccc([C@@H]2C[C@H]3[C@H](CON3C)CN2Cc2cc(Cl)cc(Cl)c2)c1	1	2	4	5	-9	1	-2	0.0	2	-6
CCCCN(C(=O)CCC(=O)Nc1cc(C)on1)C(C(=O)NC(C)(C)C)c1ccccc1Cl (centres undefined)	-1	-5	4	13	10	-4	1	0.4	-7	-2
COCCNC(=O)C1(C)CCCN(C(=O)c2ccco2)C1 (centres undefined)	2	6	9	-15	-4	1	-2	0.9	.	2
CCC(=O)NC(=S)Nc1ccc(S(=O)(=O)NC(C)=O)cc1	-2	3	-1	-10	13	1	0	0.0	3	0
O[C@@H]1Cc2ccccc2O[C@H]1c1ccccc1	-8	-1	5	-4	5	-1	-5	-0.2	8	-2
CCCOc1ccc(N2CC(C(=O)Nc3ccc4c(c3)OCO4)CC2=O)cc1 (centres undefined)	5	-1	2	2	-17	2	-2	1.4	6	-3
N#CCSc1nc2ccc(N3CCOCC3)cc2c(=O)n1CCc1ccccc1	7	-5	0	6	6	6	0	0.9	8	11
O=C(C1=C(O)C(=O)N(c2nccs2)C1c1ccccc1)c1cc2ccccc2o1 (centres undefined)	13	-7	3	9	2	-49	14*	8.6	-10	3
CC(OC(=O)C1=Cc2ccccc2OC1)C(=O)NC(C)(C)C (centres undefined)	1	7	-5	5	-2	-2	-2	-0.5	-8	-2
Cc1[nH]nc(Nc2ccc(Br)cc2)c1[N+](=O)[O-]	-7	-8	-2	6	-1	5	2	-0.8	-4	24
O=C(Nc1nnc([C@H]2C[C@H](O)[C@@H](CO)O2)s1)c1cccc(OC(F)(F)F)c1	-3	-10	-2	2	-15	3	-2	-1.1	.	-7
CN1c2ccc(-c3cccc(F)c3)cc2[C@H]2[C@H](CCN2S(=O)(=O)c2cccc(F)c2)[C@H]1CO	12	-12	1	.	.	9	-4	.	.	-3
COc1ccc(CCn2c(N)c(C#N)c3nc4ccccc4nc32)cc1OC	-5	-3	1	8	-5	6	0	-0.2	-1	-5
Cc1ccc(C(=O)/C=C/Nc2ccccn2)cc1	-5	2	3	-7	-4	0	-1	0.9	-7	15
C[C@@H]1[C@@H](O)C[C@@]2(C[C@H](O)c3cc(Cl)ccc3O2)O[C@H]1c1ccccc1Cl	-20	-15	2	.	.	2	-4	.	.	-13
CCn1nc(C)cc1C(=O)N1CCCC(C(=O)c2ccc3ccccc3c2)C1 (centres undefined)	1	7	-6	4	-9	-6	2	-1.7	2	-1
CCc1cccc2c1NC(=O)C21OCCO1	4	10	-5	-2	3	5	0	-2.0	6	2
CN(C(=O)COC(=O)c1ccc(Cl)cc1N)C1CCS(=O)(=O)C1 (centres undefined)	5	0	2	-3	-8	2	1	1.9	-1	9
Cn1cc(Br)c(-c2cccc(NC(=O)CC(C)(C)CC(=O)O)c2)n1	-1	0	-1	19	14	4	0	-2.9	6	6
COC(=O)c1cc(Oc2ccc(C(=O)OC)cc2N)cc(C(=O)OC)c1	-8	1	8	-7	-18	-3	0	-1.1	0	1
CC(=O)N1CCCc2cc(S(=O)(=O)N3CCCC(C(=O)Nc4cccc(C)c4)C3)ccc21 (centres undefined)	5	0	-7	5	13	1	-2	0.5	-4	-1
Cc1cc(C(=O)CSc2ncnc3ccccc23)c(C)n1C1CC1	0	1	6	-2	2	6	-3	-2.2	0	3
COc1ccc(/C=N/NC(=O)CC#N)cc1Oc1nc(Cl)ncc1F	-1	-3	1	4	-9	6	2	-0.8	-8	2
CN(Cc1ccccc1)C(=O)c1ccccc1NC(=O)C1CC1	-3	4	-3	-3	-12	-1	1	0.6	2	4

Additional structures
molecule	ABHD4 inh	GC-B act	Rev-erbA mod	ASAP1 GAP inh	ARFGAP1 inhibitor	rCAG binder	SMARCA2 activ	PG9 binder	HTRA1 inh	NPR1 activator
CC(O)Cn1ccccc1=N (centres undefined)	-1	-4	-1	-2	-5	1	0	-1.3	7	4
Cn1c2c(c(=O)n(C)c1=O)C(c1cccc(F)c1)C(C#N)=C(N)O2 (centres undefined)	-3	-6	1	4	-1	1	-1	-1.7	8	-2
CC(=O)C1=C(C)NC(C)=C(C(C)=O)C1c1ccc(-c2ccccc2Cl)o1	-1	-2	0	3	0	5	1	-0.3	-10	4
N#C/C(=C/c1cccnc1)c1ccccc1	-7	-3	-1	5	10	1	-2	-0.1	-6	-9

This is a random part of the collection; any-hit rate near 4.4%.
